ERK EGF inh: inhibitors of EGF-stimulated ERK signaling pathway; Potency, µM (highest dose often 11.5 µM), inactives show top-dose activity change, negative = inhibition, actives largely listed as inhibitors; AID 1454; HEK293-V1b, EGF-stimulated phospho-ERK AlphaScreen; hit rate 0.41% among 130,000; active = well fitted inhibition curve with a large enough effect; inconclusive = small, poorly fitted or top-dose-only effect, or effect the other way;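 note: plate controls were stimulated vehicle wells for no effect and unstimulated vehicle basal for full effect; nearly all actives have a fitted effect of over 55% in size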
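EGF-stimulated (25 nM, 5 min) phospho-ERK in HEK293 cells stably expressing V1b, cells pretreated 30 min with compound at 37C. Homogeneous AlphaScreen read on lysates.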
The depositor's hits bear a star; u = inconclusive; [ ] = dose if it differs, or a comment. Potency is the fitted concentration of half-maximal effect.

Start of the data: the first 5 compounds (preview)
Structure: Cc1nc(-c2ccc(-c3ccc(C(=O)N4CCc5cc6c(cc54)C4(CCN(C)CC4)CO6)cc3)c(C)c2)no1
  ERK EGF inh = u

Structure: COc1ccc(C2C([N+](=O)[O-])=C(N)Oc3c2c(=O)oc2ccccc32)cc1 (configuration not stated)
  ERK EGF inh = -12%

Structure: Cc1ccc(N2C(=O)NC(=O)/C(=C\c3ccc(N4CCOCC4)cc3)C2=O)cc1
  ERK EGF inh = 6%

Structure: CS(=O)(=O)N1CCN(C(=N)N[N+](=O)[O-])CC1
  ERK EGF inh = u

Structure: CN1CCCC(C(O)(c2ccccc2)c2ccccc2)C1 (configuration not stated)
  ERK EGF inh = -6%[57.5 µM]

Results (from the top)
Structure: Cc1nc(-c2ccc(-c3ccc(C(=O)N4CCc5cc6c(cc54)C4(CCN(C)CC4)CO6)cc3)c(C)c2)no1
  ERK EGF inh = u

Structure: COc1ccc(C2C([N+](=O)[O-])=C(N)Oc3c2c(=O)oc2ccccc32)cc1 (configuration not stated)
  ERK EGF inh = -12%

Structure: Cc1ccc(N2C(=O)NC(=O)/C(=C\c3ccc(N4CCOCC4)cc3)C2=O)cc1
  ERK EGF inh = 6%

Structure: CS(=O)(=O)N1CCN(C(=N)N[N+](=O)[O-])CC1
  ERK EGF inh = u

Structure: CN1CCCC(C(O)(c2ccccc2)c2ccccc2)C1 (configuration not stated)
  ERK EGF inh = -6%[57.5 µM]

Structure: O=[N+]([O-])c1cccc(CN2CCN(Cc3ccc(Cl)cc3)CC2)c1
  ERK EGF inh = u

Structure: O=C1NC(=O)N(Cc2ccco2)C(=O)/C1=C/c1ccc(-c2cccc([N+](=O)[O-])c2)o1
  ERK EGF inh = u

Structure: COc1ccc(Cl)cc1C(=O)C1CCCN(CCO)C1 (configuration not stated)
  ERK EGF inh = -8%[57.5 µM]

Structure: CNC(C)C(O)c1ccccc1 (configuration not stated)
  ERK EGF inh = 0%

Structure: O=c1[nH]c(=O)n(CCc2ccccc2)c(O)c1/C=N/N1CCOCC1
  ERK EGF inh = 4%[57.5 µM]

Structure: Cc1ccsc1C(=O)C1CCCN(Cc2cnn(C(C)C)c2)C1 (configuration not stated)
  ERK EGF inh = 9%

Structure: c1cnc(N2CCC3(CCNCC3)CC2)nc1
  ERK EGF inh = -2%

Nothing new here: entries from further up.
Structure: Cc1ccsc1C(=O)C1CCCN(Cc2cnn(C(C)C)c2)C1 (configuration not stated)
  ERK EGF inh = 9%

Structure: c1cnc(N2CCC3(CCNCC3)CC2)nc1
  ERK EGF inh = -2%

Bioassay records (PubChem)

The list is partial. The share of hits here may be higher or lower than overall.
